GLS inh: qHTS for Inhibitors of Glutaminase (GLS); Glutaminase kidney isoform, mitochondrial (Homo sapiens), O94925; GLS enzymatic activity, qHTS titration; Potency, µM (highest dose often 45.5 µM), without a hit: at the top dose activity change, negative = inhibition, actives largely listed as inhibitors; hit rate 0.21% among 410,000; AID 624170, 2012; also: potency is read from the fitted curve at half-maximal effect; % is scaled to controls: 0 for no effect and ±100 for the full control effect
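Two-point fluorescence kinetic (t0, 30 min RT) for hKGA; glutamate detected via glutamate oxidase–HRP–Amplex Red. Substrate: 1 mM L-glutamine solution; buffer 45 mM KH2PO4, pH 8.2.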
Tb PGK inh: qHTS Assay to Find Inhibitors of Phosphoglycerate Kinase; Phosphoglycerate kinase, glycosomal (Trypanosoma brucei brucei), P07378; PGK/GAPDH coupled, Kinase-Glo luminescence, 60 min; Potency, µM (series often up to 57.5 µM), for the others: at the highest dose activity change, negative = inhibition, usual class: inhibitors; hit rate 0.043% among 380,000; AID 602233, 2012; also: potency is read from the fitted curve at half-maximal effect; % is scaled to controls: 0 for no effect and ±100 for the full control effect; nearly all actives have a fitted effect of over 60% in size
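Recombinant glycosomal PGK reaction used 1,3-bisphosphoglycerate generated in-well by GAPDH (100nM final) in 100mM TEA pH 7.6, 5mM MgCl2, 0.01% Tween-20. After 60 minutes at room temperature, ATP was read by Kinase-Glo Plus luminescence end-point.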
PI4K2A inh: qHTS for small molecular inhibitors of PI4K2A. Phosphatidylinositol 4-kinase type 2-alpha (Homo sapiens), Q9BTU6. purified PI4K2A, ADP-Glo luminescence, 1 h; stronger effect = lower value. activity change, negative = inhibition, % at 76.9 µM. hit rate 0.13% among 420,000. AID 1346378, 2018; in the data active = activity change below about -50%; inconclusive = mostly about -30% to -49%;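 also: -100% = wells without enzyme as full effect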
Target sequence (Q9BTU6 whole entry, looked up): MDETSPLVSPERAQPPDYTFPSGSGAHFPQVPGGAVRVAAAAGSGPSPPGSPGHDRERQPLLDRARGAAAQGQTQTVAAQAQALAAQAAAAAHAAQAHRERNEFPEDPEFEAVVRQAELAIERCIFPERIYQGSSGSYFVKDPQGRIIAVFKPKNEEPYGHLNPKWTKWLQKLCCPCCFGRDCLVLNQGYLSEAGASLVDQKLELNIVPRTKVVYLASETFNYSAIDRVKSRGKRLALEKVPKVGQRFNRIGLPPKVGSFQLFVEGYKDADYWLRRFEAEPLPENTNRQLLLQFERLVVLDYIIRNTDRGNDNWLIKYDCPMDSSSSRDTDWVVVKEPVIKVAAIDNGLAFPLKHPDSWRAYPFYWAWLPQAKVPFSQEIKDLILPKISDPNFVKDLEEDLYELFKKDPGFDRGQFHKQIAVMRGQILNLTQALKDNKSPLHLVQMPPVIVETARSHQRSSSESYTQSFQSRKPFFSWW
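Compounds are screened against recombinant PI4K2A using PI as substrate and ATP, the latter dispensed at 300 microM. Reactions run one hour at ambient temperature before ADP-Glo detection; full inhibition defined by wells lacking enzyme.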
JMJD2A Tudor: qHTS Assay for Inhibitors of JMJD2A-Tudor Domain | AlphaScreen JMJD2A-Tudor / H3K4me3 peptide binding | Lysine-specific demethylase 4A (Homo sapiens), O75164 | hit rate 4.4% among 390,000 | Potency, µM (highest dose often 114 µM), without a hit: at the highest dose activity change, negative = inhibition, usual class: inhibitors | AID 504339, 2011; also: potency is read from the fitted curve at half-maximal effect; % is scaled to controls: 0 for no effect and ±100 for the full control effect; nearly all actives have a fitted effect of over 50% in size
HP1b binding inh: HTS for Inhibitors of HP1-beta Chromodomain Interactions with Methylated Histone Tails; hit rate 0.56% among 390,000; Chromobox protein homolog 1 (Homo sapiens), P83916; AlphaScreen HP1-beta / biotin-H3K9me3 peptide binding; Potency, µM (series often up to 114 µM), without a hit: at the highest dose activity change, negative = inhibition, most hits filed as inhibitors; also: potency is read from the fitted curve at half-maximal effect; nearly all actives have a fitted effect of over 70% in size; inactives centre near 23
Target sequence (P83916 whole entry, looked up): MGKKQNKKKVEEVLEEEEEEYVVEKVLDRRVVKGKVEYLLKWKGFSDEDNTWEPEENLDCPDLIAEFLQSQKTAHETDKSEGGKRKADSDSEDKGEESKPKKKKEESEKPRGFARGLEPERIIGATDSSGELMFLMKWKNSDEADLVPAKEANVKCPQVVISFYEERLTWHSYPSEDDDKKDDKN
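Compound inhibition of the preformed complex between 50 nM HP1-beta and 50 nM biotinylated H3K9me3 peptide was read by AlphaScreen. Buffer was PBS pH 7.4 with 0.01% Tween-20. Incubations ran 30 min at room temperature, with 10 ug/mL donor/acceptor beads.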
POLH inh: qHTS for Inhibitors of Polymerase Eta. DNA polymerase eta (Homo sapiens), Q9Y253. recombinant Pol eta, fluorescent DNA replication assay. hit rate 1.2% among 390,000. Potency, µM (highest dose often 114 µM), for inactives: top-dose activity change, negative = inhibition, hits mostly inhibitors; also: potency is read from the fitted curve at half-maximal effect; % is scaled to controls: 0 for no effect and ±100 for the full control effect
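Pol eta (10 nM) was preincubated with compounds for 15 min at room temperature, after which fluorescent replication substrate (50 nM final) was added to start the reaction. Fluorescence was read kinetically at 0 and 10 min.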
BAZ2B block: qHTS Assay for Inhibitors of BAZ2B. Bromodomain adjacent to zinc finger domain protein 2B (Homo sapiens), Q9UIF8. hit rate 4.4% among 360,000. AlphaScreen BAZ2B-H3K14Ac peptide displacement. AID 504333, 2011. Potency, µM (top dose mostly 114 µM), without a hit: top-dose activity change, negative = inhibition, hits mostly inhibitors; also: potency is read from the fitted curve at half-maximal effect; % is scaled to controls: 0 for no effect and ±100 for the full control effect; nearly all actives have a fitted effect of over 60% in size
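Inhibition is scored as reduced AlphaScreen emission. The BAZ2B/b-H3(5-23)K14Ac complex (50 nM each) in PBS pH 7.4, 0.01% Tween-20 meets compound (up to 110 uM) for 30 min at RT before bead addition.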
G9a block: qHTS Assay for Inhibitors of Histone Lysine Methyltransferase G9a | Histone-lysine N-methyltransferase EHMT2 (Homo sapiens), Q96KQ7 | G9a H3K9 monomethylation, AlphaScreen, 2 h | Potency, µM (doses to about 102 µM), for inactives: at the top dose activity, negative = inhibition, usual class: inhibitors | hit rate 8.8% among 350,000 | AID 504332, 2011; also: potency is read from the fitted curve at half-maximal effect; % is scaled to controls: 0 for no effect and ±100 for the full control effect; nearly all actives have a fitted effect of over 75% in size
Target sequence (Q96KQ7 913-1193 limits assumed): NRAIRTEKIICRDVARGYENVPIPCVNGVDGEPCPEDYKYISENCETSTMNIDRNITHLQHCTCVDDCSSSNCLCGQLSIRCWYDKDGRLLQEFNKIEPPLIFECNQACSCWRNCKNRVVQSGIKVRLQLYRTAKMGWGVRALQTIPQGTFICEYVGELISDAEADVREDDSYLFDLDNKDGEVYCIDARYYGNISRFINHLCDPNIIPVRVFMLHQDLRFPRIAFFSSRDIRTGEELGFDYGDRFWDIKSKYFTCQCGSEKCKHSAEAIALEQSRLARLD
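G9a (20 nM) preincubated 15 min RT with compounds, then 500 nM biotinylated H3K9 peptide and 20 uM SAM added; 2 h RT reaction. Monomethyl-H3K9 product detected by AlphaScreen with anti-H3K9me1 antibody, streptavidin donor and anti-rabbit IgG acceptor beads.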
Pin1 inhibitor: qHTS Assay to Find Inhibitors of Pin1 | Pin1 FP peptide displacement, HiFluor488, 10 min | Potency, µM (top dose mostly 115 µM), for inactives: top-dose activity, negative = inhibition, hits mostly inhibitors | hit rate 0.009% among 390,000 | AID 504891, 2011; active = well fitted inhibition curve with a large enough effect in the polarisation, with a control signal flat, not every such curve was filed as active; inconclusive = small, poorly fitted or top-dose-only effect, or effect the other way, or a change in a side signal; inactive = no such curve, though single readings can be large or run the other way; the % refers to the polarisation; also: potency is read from the fitted curve at half-maximal effect; % is scaled to controls: 0 for no effect and ±100 for the full control effect
* = called active by the depositor; i = inactive; ? = inconclusive; / = not tested or not shown; & = joins results of further samples; [ ] = remark or other dose. Unless noted, calls follow the shape of the dose curve; as a rule, active = well fitted curve in the direction sought with a large enough effect; inconclusive = small, poorly fitted or top-dose-only effect, or another doubt; inactive = no such curve, though single readings can be large; an effect the other way counts as inactive or inconclusive. Not all compounds are listed; the hit share may differ from the screen's.

SMILES	GLS inh	Tb PGK inh	PI4K2A inh	JMJD2A Tudor	HP1b binding inh	POLH inh	BAZ2B block	G9a block	Pin1 inhibitor
COc1cc(C(C)=O)ccc1COc1ccc(C(=O)OC(C)C(=O)NC(N)=O)cc1OC (centres undefined)	-9%	i	-1	-12%	42%[activator]	-18%	-4%	?	7%
CC(C)C1COS(=O)(=O)NC1CC(=O)SC(C)(C)C (centres undefined)	2%	-3%	-3	-6%	68%[activator]	-11%	0%	?	-4%
CC1=C(C(=O)O)N2C(=O)C(NC(=O)c3ccc(F)cc3)C2SC1 (centres undefined)	-3%	-8%	-3	?	22%	-3%	-33%	0.89µM*	-1%
CC1(C(=O)NC2CCCCCCC2)CCC(=O)N1CCN1CCOCC1 (centres undefined)	-2%	-5%[11.5 µM]	-1	0%	16%	-1%	-2%	-3%	0%
COc1cccc(CNC(=O)CCn2c(=O)c3cccn3c3ccc(F)cc32)c1OC	-6%	10%	-6	-19%	35%	-10%	2%	10%[59 µM]	-2%
COc1cc(Cl)ccc1OCc1cc(C(=O)NCCCN2CCCC2=O)no1	-1%	-2%	-9	-11%	45%[activator]	-2%	-5%	-4%[0.0925 µM]	4%
CCC1CCCCN1Cc1ccc(OC)c(C)c1 (centres undefined)	3%	4%	-2	7.1µM*	?	3%	56µM*	50µM*	1%
CCC(C)C(Nc1ccc(C(=O)OC)cc1[N+](=O)[O-])C(=O)OC (centres undefined)	2%	-3%	0	?	-25%	-19%	?	4%[59 µM]	-2%
CC(C)CNC(=O)c1cccc(NC(=O)COc2ccc([N+](=O)[O-])cc2)c1	3%	-1%	1	-16%	24%	-13%	-2%	-3%	-2%
CCOc1ccc(S(=O)(=O)N2CCC(C(=O)N3CCCCCC3)CC2)cc1Cl	2%	-10%	-1	-18%	6%	-22%	-17%	22%	0%
Cc1ccc(C(=O)N(Cc2ccco2)c2ccccn2)cc1	7%	-8%	-5	-3%	34%	-8%	-20%	-3%[59 µM]	-3%
CC1(C)CC(C(CC(=O)N2CCCC2)Cc2ccccc2)CCO1 (centres undefined)	-3%	-5%	0	-14%	34%	6%	-2%	-6%[59 µM]	-5%
CCOc1ccc(NC(=S)NC2CC3CCC(C2)N3Cc2ccco2)cc1 (centres undefined)	24%	i	3	-20%	40%[activator]	-11%	-27%	/	-1%
Brc1ccc(-c2cnco2)cc1	-5%	0%	2	-9%	58%[activator]	-10%	11%	/	3%
COc1ccc(C2N=C(N)Nc3nc4ccccc4n32)cc1 (centres undefined)	-9%	11%	0	-17%	39%[activator]	-8%	-12%	2%[59 µM]	6%
COc1cccc(-c2nn(-c3ccccc3)cc2/C=C(\C#N)C(=O)NCCCn2ccnc2)c1	-2%	4%	-4	45µM*	?	-15%	50µM*	?	?
Cc1cccc(-n2ncc3c(N(CCO)CCO)ncnc32)c1	1%	-8%	-10	-8%	36%	-16%	-2%	15%[59 µM]	-5%
O=C(O)c1ccc(S(=O)(=O)c2ccc3c(c2)C(=O)N(c2ccc(O)cc2)C3=O)cc1	-27%	-5%	?	-6%	38%	3%	-8%	26%[59 µM]	0%
Cc1nnc2ccc(-c3ccc(NC(=O)c4cccnc4Cl)cc3)nn12	2%	-3%	-3	3%	32%	-17%	-15%	-36%	4%
Cc1ccc(-c2nc(CS(=O)CC(=O)NCCN(CC(C)C)CC(C)C)c(C)o2)cc1 (centres undefined)	/	7%	8	-6%	30%	-19%	-6%	-27%[12.7 µM]	-7%
COc1ccc(-c2ccc3c(N)c(C(=O)Nc4cccc(C)c4)sc3n2)cc1	-7%	8%	0	-4%	47%[activator]	-9%	3%	-20%[59 µM]	?
Cc1nc(-c2cccs2)ccc1C(=O)O	-4%	-5%	1	-13%	41%[activator]	-21%	-24%	?	-1%
COc1ccc(Cl)cc1NC(=O)CN(C)Cc1cccs1	5%	0%	-1	87%[activator]	86%[activator]	-17%	41%[activator]	59%[activator]	3%
CCc1ccc(CNC(=O)C2CCCN(c3nnc(C)c4c(C)n(-c5ccccc5)nc34)C2)cc1 (centres undefined)	-1%&-18%	-3%&-3%	0&5	?	43%&11%[activator]	?	79µM*	?	-3%&78%
CCN(c1ccccc1)S(=O)(=O)c1ccc(NC(=O)c2cc(=O)c3ccc(C)c(C)c3o2)cc1	-5%	-4%	-6	-17%	0%	-1%	-37%	-5%[59 µM]	-1%
Cn1nnnc1SCCNCc1ccccc1OCc1ccccc1	-3%	-8%	2	-26%	37%	-6%	5%	-8%	-3%
COc1ccc(OC)c(CNC(=O)CCCn2nc(C)c3c(C)n(-c4ccc(C)cc4)nc3c2=O)c1	-8%	6%	1	-16%	20%	-6%	-18%	-8%[59 µM]	2%
Cc1nonc1OCCNCc1c(C(=O)N(C)C)nc2ccc(Cl)cn12	0%	-1%	-2	9%	42%[activator]	-14%	8%	3%	?
O=C(O)CNC1=NCCCCC1	6%	-6%	1	-8%	14%	-7%	10%	9%	3%
CCOc1cccc(NC(=O)C2CC(=O)NC(=Nc3ccccc3)S2)c1 (centres undefined)	3%	i	-8	-18%	32%	-10%	-6%	?	4%
COC(=O)C(=C/C(C)=C/c1cccnc1)C(=O)OC	-8%	i	-2	-12%	51%[activator]	-17%	-14%	-37%	-4%
COC(=O)c1ccc(CNC(=O)Cn2cnc3c(SC)nc(N)nc32)cc1	0%	1%	2	?	58%[activator]	-1%	/	/	0%
COc1ccc(NC(=O)O/N=C2/CCCc3ccc(OC)cc32)cc1	107%[activator]	1%	1	14µM*	-13%	-4%	-1%	18%	-1%
CC(OC(=O)C1=COCCO1)C(=O)Nc1ccccc1C#N (centres undefined)	17%	i	-2	-11%	16%	-10%	-4%	2%	3%
O=C1CCCC(O)=C1N=Nc1c(Cl)cc(C(F)(F)F)cc1Cl	26%	i	-6	?	-7%	-17%	71µM*	/	-18%
Cc1c(NS(=O)(=O)c2ccc(N(C)C3CCCCC3)c([N+](=O)[O-])c2)c(=O)n(-c2ccccc2)n1C	-3%	i	2	?	-6%	-13%	?	-10%[59 µM]	-1%

3 of the entries above in order of their number in PI4K2A inh, descending.
SMILES	PI4K2A inh
COC(=O)c1ccc(CNC(=O)Cn2cnc3c(SC)nc(N)nc32)cc1	2
COc1ccc(NC(=O)O/N=C2/CCCc3ccc(OC)cc32)cc1	1
O=C1CCCC(O)=C1N=Nc1c(Cl)cc(C(F)(F)F)cc1Cl	-6

The results go on.
SMILES	GLS inh	Tb PGK inh	PI4K2A inh	JMJD2A Tudor	HP1b binding inh	POLH inh	BAZ2B block	G9a block	Pin1 inhibitor
Cc1cc(OCC(=O)OCC(=O)NCCN2C(=O)CSC2=O)ccc1Cl	2%	0%	0	-10%	37%	2%	-2%	-18%[12.7 µM]	4%
Cc1ccc2[nH]c3c(Cl)ncnc3c2c1	-2%	-1%	0	-3%	18%	3%	?	/	-4%
Cc1cc(Cl)ccc1OCC(=O)N(Cc1ccco1)c1c(N)n(Cc2ccccc2)c(=O)[nH]c1=O	1%	6%	2	-20%	43%[activator]	7%	/	/	19%
CCCN(C(=O)c1cc2c(Cl)nc3ccccc3c2s1)c1cccc(C)c1	0%	9%	-1	-11%	44%[activator]	-19%	6%	8%[59 µM]	9%
O=C(O)CC(c1ccc(F)cc1F)N1Cc2ccccc2C1=O (centres undefined)	-3%	2%	3	1%	26%	-17%	-1%	22%[2.33 µM]	-6%
CC(C)(C)c1ccc(C(=O)Nc2ccc3c(c2)CCCN3C(=O)c2cccs2)cc1	5%	3%	2	-24%	17%	-13%	?	0%[59 µM]	14%
CC1CCN(S(=O)(=O)c2ccc(NC(=O)CCN3C(=O)C4CC=CCC4C3=O)cc2)CC1 (centres undefined)	-5%	-3%	3	-24%	25%	-6%	7%	-7%[2.33 µM]	2%
CC(Oc1ccc(F)cc1)C(=O)Nc1cc(S(=O)(=O)N2CCOCC2)ccc1N1CCN(C)CC1 (centres undefined)	4%	-5%	-2	-16%	8%	-5%	-11%	11µM*	3%
COc1cccc(CN(C)C(=O)CNC(=O)c2ccc3c(c2)OCO3)c1OC	-14%	-5%	-7	3%	16%	?	-21%	?	-10%
COc1cccc(NC(=O)C(C)Sc2nnc(C3CC3)n2C2CC2)c1 (centres undefined)	3%	0%	6	-8%	30%	-8%	11%	-12%[12.7 µM]	-1%
CCCc1nn2c(=O)cc(COC(=O)c3ccccc3NC(=O)COc3ccccc3)nc2s1	-9%	-5%	-5	-13%	-7%	-7%	-7%	2%[59 µM]	-4%
COc1ccc(NC(=O)C(C)Sc2cc(-c3ccccc3)nc(C)n2)cc1Cl (centres undefined)	6%	-2%	1	11%	49%[activator]	-4%	1%	4%[59 µM]	26%
Cc1ccccc1Cn1c2ccccc2c2cnn(CC(=O)NCCCN3CCN(C)CC3)c(=O)c21	-9%	-10%	-2	-33%	15%	5%	?	/	1%

Source: PubChem
